Screens: PubChem, several laboratories
Autofluor 339 – intrinsic fluorescence of library compounds, ex339/em460 – biochemical, MLSMR library, data from DPM-DC assay, artefact control, profiling panel; hit rate 5.5% among 65,000; fluorescence fold increase at 10 µM; compound autofluorescence, ex339/em460 nm, NADH buffer; active compounds read high; 1 = no-compound wells, NADH background; AID 709;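 active = at 10 µM, mean starting fluorescence two-fold or more over control wells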;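 note: signal is the first read of a kinetic run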
S1P1 ag-PAM – agonists and agonism potentiators of human S1P1 receptor; P21453; S1P1 CRE-bla cells, forskolin, beta-lactamase FRET, potentiator mode; S1P1 agonist co-added at EC20, 2 nM; 100% = saturating reference agonist, 0% = basal; activation, % at 9.5 µM; hit rate 0.57% among 56,000; AID 449;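 active = activation above a cutoff set at the mean activation of all tested compounds plus 3 SD, cut at about 54% in these data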;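 note: forskolin at 4 µM as EC80 and the EC20 agonist is SEW2871; 100% = SEW2871 at its EC100 plus forskolin at EC80; some compounds past the cut are filed as inactive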
Target sequence (P21453 whole entry, looked up): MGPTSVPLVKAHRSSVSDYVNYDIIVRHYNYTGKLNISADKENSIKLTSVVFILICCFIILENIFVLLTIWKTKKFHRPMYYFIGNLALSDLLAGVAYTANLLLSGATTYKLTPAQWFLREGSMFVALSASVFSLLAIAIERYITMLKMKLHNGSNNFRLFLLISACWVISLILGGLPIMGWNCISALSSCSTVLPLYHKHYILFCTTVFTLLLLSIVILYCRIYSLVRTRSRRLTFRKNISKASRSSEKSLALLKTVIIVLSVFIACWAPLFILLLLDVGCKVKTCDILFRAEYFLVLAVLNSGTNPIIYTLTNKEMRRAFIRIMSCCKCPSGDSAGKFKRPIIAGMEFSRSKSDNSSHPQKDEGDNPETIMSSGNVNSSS
MMP13 inh – MMP13 (human) collagenase inhibition | MMP-13 fTHP FRET cleavage, Mca fluorescence | inhibition, % at 4 µM | hit rate 0.07% among 65,000 | AID 570;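 active = inhibition above the mean of compound-free control plate wells plus 3 SD, cut at about 14% in these data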;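 note: 0% = DMSO wells and 100% = wells with reference MMP-13 inhibitor after basal subtraction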
A340 absorber – absorbance at 340 nm. compound absorbance at 340 nm, fold over control. fold change at 10 µM. 65,000 tested, under 10 active. AID 708;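 active = at 10 µM dose, initial 340 nm absorbance at least 2 fold that of control wells; inactive = change under 2 fold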;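 note: initial absorbance extrapolated from kinetic A340 decline of NADH oxidation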
HTR1E antagonist – blocks the human 5-HT1E serotonin receptor. P28566. CHO 5-HT1E Ga15 NFAT-bla reporter, FRET, antagonist. inhibition, % at 6 µM. hit rate 0.99% among 65,000;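 active = inhibition above a set limit, the mean inhibition across every tested compound plus 3 SD, cut at about 29% in these data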;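 note: signal is the 460 over 535 nm emission ratio of beta-lactamase substrate; 0% = agonist plus DMSO wells and 100% = wells without agonist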
Target sequence (P28566 whole entry, looked up): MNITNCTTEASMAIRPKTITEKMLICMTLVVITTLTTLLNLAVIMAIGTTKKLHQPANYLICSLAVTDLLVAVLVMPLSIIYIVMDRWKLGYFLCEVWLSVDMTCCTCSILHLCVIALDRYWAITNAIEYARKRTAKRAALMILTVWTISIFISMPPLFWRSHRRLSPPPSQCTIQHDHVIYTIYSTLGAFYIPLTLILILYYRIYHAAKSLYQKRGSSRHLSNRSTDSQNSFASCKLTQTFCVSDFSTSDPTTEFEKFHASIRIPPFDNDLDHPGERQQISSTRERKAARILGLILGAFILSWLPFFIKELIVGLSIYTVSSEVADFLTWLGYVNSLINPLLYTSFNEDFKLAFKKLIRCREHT
5-HT1A blocker – antagonists of human 5-HT1a serotonin receptor. P08908. CHO 5-HT1a Ga15 NFAT-bla reporter, antagonist mode. inhibition, % at 10 µM. hit rate 0.68% among 62,000;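 active = inhibition above the mean of all tested compounds plus 3 SD, cut at about 43% in these data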;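 note: receptor stimulated by 5-CT agonist at 100 nM near EC80; beta-lactamase reporter measured by ratiometric fluorescence of a cleavable substrate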
HTR1E agonist – agonists of human 5-HT1E serotonin receptor | P28566 | CHO 5-HT1E Ga15 NFAT-bla reporter, FRET; 0% DMSO wells, 100% control agonist wells | activation, % at 6 µM | hit rate 0.69% among 65,000;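 active = activation above a set limit, the screen-wide mean activation plus 3 SD, cut at about 8.5% in these data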;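 note: 100% = positive control agonist at 1 µM giving full maximal response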
HER2 expr 66K – lowers expression of human Her2 kinase; hit rate 0.69% among 65,000; SKBR-3 HER2 protein level, AlphaScreen, 18-24 h; active compounds read low; P04626; AID 645; HER2 level % of control, % at 10 µM;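 active = HER2 level under 5% of the carrier-only control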;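 note: 100% = DMSO carrier and 0% = 500 nM PU-H71 HSP90 inhibitor; lower value means stronger loss of Her2 protein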
S1P3 agonist – S1P3 (human) receptor agonism | AID 373 | hit rate 0.1% among 60,000 | Q99500 | activation, % at 4.5 µM | S1P3 NFAT-BLA reporter cells, FRET ratio; relative to 1 µM S1P, basal subtracted;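 active = activation above the screen-wide mean plus 3 SD, cut at about 4.5% in these data, passing the limit was not always enough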; note: some compounds called inactive have numbers as strong as hits
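Material: Human S1P3 NFAT-BLA reporter CHO cells | Incubation: Overnight plating, 4 h compound 37 °C, 2 h substrate RT | Signal: FRET β-lactamase substrate fluorescence, excitation 405 nm, 460/535 nm emission ratio, background-subtracted | Compound: 4.5 µM final, single dose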
Active calls of the source: *; i = inactive; / = no result given; [ ] = another dose, or the depositor's remark.

Start of the data: the first 15 compounds, to show the layout:
cpd	smiles	Autofluor 339	S1P1 ag-PAM	MMP13 inh	A340 absorber	HTR1E antagonist	5-HT1A blocker	HTR1E agonist	HER2 expr 66K	S1P3 agonist
1	Cc1ccc(CNC(=O)COC(=O)c2c(C)noc2C)cc1	0.96	-31	3	0.98	1	5	-0.6	104	0.1
2	CCOc1ccc(NC(=O)N2CCC(NC(=O)c3ccco3)CC2)cc1	1.1	12	2	1.1	1	6	-0.2	64	-0.5
3	Cc1cc(C)n(CC(=O)c2ccccc2)c(=O)c1C#N	1.1	3	0	1.1	-18	/	0.5	109	-0.7
4	O=C(Nc1cccc(OCC(=O)N2CCOCC2)c1)C1CCCCC1	1.1	/	6	1	-13	-11	-0.5	113	-0.5
5	O=C(O)CCC(=O)Nc1ccc(N2CCOCC2)cc1	1.1	-27	-5	0.98	-3	0	0.5	97	-0.6
6	Cc1cc(N2CCC(C)CC2)nc2ccc(N3C(=O)CCC3=O)cc12	5*	-6	-50	1	7	10	-0.9	93	0.2
7	COc1ccc(Nc2nc(N3CCCC3)nc3ccccc23)c(OC)c1	1.7	-82	2	1.2	-7	26	0.6	13	-0.4
8	CC(=O)Nc1ccc(S(=O)(=O)NC(=O)C23CC4CC(CC(C4)C2)C3)cc1	1.1	-8	1	1.1	-9	2	-0.3	91	-1.9
9	COC(=O)c1ccc(NC(=O)c2ccco2)cc1	1	-13	3	1.1	-1	7	0.1	86	-1.5
10	Cc1ccc(NC(=O)c2ccccc2O)cc1	1.3	2	-3	1	0	8	-0.8	58	0.3
11	CCC1Oc2ccccc2N(CC(=O)NCCC2=CCCCC2)C1=O (configuration not stated)	1.1	-2	-6	1	6	30	-0.8	105	-0.3
12	CC1(C)CC(=O)C2=C(C1)Nc1nc(SCCN3CCOCC3)[nH]c(=O)c1C2c1cccs1 (configuration not stated)	1.2	/	-4	1	15	-16	-0.5	120	/
13	Cc1oc(-c2ccccc2F)nc1CSCC(=O)NCc1ccc2c(c1)OCO2	1	14	0	1	22	11	-0.9	96	-1.2
14	O=C(Nc1nnc(-c2ccccc2)o1)c1ccc(Cl)cc1	1.1	-13	5	1.1	-7	14	-0.3	74	-0.3
15	N#Cc1ccc(CSc2nnc(Cc3cccs3)n2Cc2ccco2)cc1	1.1	27	3	1	5	32	-1.5	86	-1.5

All compounds of this part, repeating the preview:
cpd	smiles	Autofluor 339	S1P1 ag-PAM	MMP13 inh	A340 absorber	HTR1E antagonist	5-HT1A blocker	HTR1E agonist	HER2 expr 66K	S1P3 agonist
1	Cc1ccc(CNC(=O)COC(=O)c2c(C)noc2C)cc1	0.96	-31	3	0.98	1	5	-0.6	104	0.1
2	CCOc1ccc(NC(=O)N2CCC(NC(=O)c3ccco3)CC2)cc1	1.1	12	2	1.1	1	6	-0.2	64	-0.5
3	Cc1cc(C)n(CC(=O)c2ccccc2)c(=O)c1C#N	1.1	3	0	1.1	-18	/	0.5	109	-0.7
4	O=C(Nc1cccc(OCC(=O)N2CCOCC2)c1)C1CCCCC1	1.1	/	6	1	-13	-11	-0.5	113	-0.5
5	O=C(O)CCC(=O)Nc1ccc(N2CCOCC2)cc1	1.1	-27	-5	0.98	-3	0	0.5	97	-0.6
6	Cc1cc(N2CCC(C)CC2)nc2ccc(N3C(=O)CCC3=O)cc12	5*	-6	-50	1	7	10	-0.9	93	0.2
7	COc1ccc(Nc2nc(N3CCCC3)nc3ccccc23)c(OC)c1	1.7	-82	2	1.2	-7	26	0.6	13	-0.4
8	CC(=O)Nc1ccc(S(=O)(=O)NC(=O)C23CC4CC(CC(C4)C2)C3)cc1	1.1	-8	1	1.1	-9	2	-0.3	91	-1.9
9	COC(=O)c1ccc(NC(=O)c2ccco2)cc1	1	-13	3	1.1	-1	7	0.1	86	-1.5
10	Cc1ccc(NC(=O)c2ccccc2O)cc1	1.3	2	-3	1	0	8	-0.8	58	0.3
11	CCC1Oc2ccccc2N(CC(=O)NCCC2=CCCCC2)C1=O (configuration not stated)	1.1	-2	-6	1	6	30	-0.8	105	-0.3
12	CC1(C)CC(=O)C2=C(C1)Nc1nc(SCCN3CCOCC3)[nH]c(=O)c1C2c1cccs1 (configuration not stated)	1.2	/	-4	1	15	-16	-0.5	120	/
13	Cc1oc(-c2ccccc2F)nc1CSCC(=O)NCc1ccc2c(c1)OCO2	1	14	0	1	22	11	-0.9	96	-1.2
14	O=C(Nc1nnc(-c2ccccc2)o1)c1ccc(Cl)cc1	1.1	-13	5	1.1	-7	14	-0.3	74	-0.3
15	N#Cc1ccc(CSc2nnc(Cc3cccs3)n2Cc2ccco2)cc1	1.1	27	3	1	5	32	-1.5	86	-1.5
16	CC(=O)Nc1ccccc1C(=O)N1CC2(C)CC1CC(C)(C)C2 (configuration not stated)	1.1	3	1	1.1	3	2	0.0	88	-1.3
17	COC(=O)c1cc(Br)c(=O)n(-c2cc(C)on2)c1	1.1	7	2	1.1	0	/	-0.8	92	-4.4
18	N/C(CCN1CCCCC1)=N/O	1	4	0	0.99	-3	/	-1.0	104	-3.2
19	Cn1c(SCc2ccc(C#N)cc2)nnc1-c1ccccc1	1.1	-7	8	0.97	-11	11	0.0	85	0.4
20	CCC1=NC(c2ccccc2OC)N(O)C1(C)C (configuration not stated)	1.1	-35	-8	1.1	1	-13	0.0	129	-0.7
21	Cc1cc(C)c2c(=O)[nH]n(C(C)C)c2n1	1.1	-3	1	1	9	4	-0.3	101	-0.2
22	O=C(NCC(=O)N(c1cccnc1)C(C(=O)NC1CCCC1)c1ccco1)c1cccs1 (configuration not stated)	1.1	15	-1	1	-1	-6	0.3	111	-0.3
23	O=S(=O)(NCc1cn2ccsc2n1)c1ccc(Oc2ccccc2)cc1	1.1	84*	4	1	5	12	1.0	67	-0.1
24	CCNc1nc(NC(C)(C)C)nc(SC(C(C)=O)C(C)=O)n1	1.1	/	0	1	-7	-30	0.2	106	/
25	O=C(CN1C(=O)CSC1=O)N1CCc2ccccc2C1	1	-4	-4	0.97	-5	10	0.7	97	0.5
26	CCn1nnc(NC(=O)c2cccnc2)n1	1.1	-2	-2	0.98	-2	1	-0.2	188	-1.6
27	COc1cccc(-c2nc(NCC3CCCO3)c3ccccc3n2)c1O (configuration not stated)	1.1	-23	2	1.1	-11	/	0.5	85	-0.3
28	COc1cccc(-n2nnnc2SCC(=O)c2cc(OC)ccc2OC)c1	2.4*	2	4	1	8	13	-0.3	48	-1.8
29	CN1CCN(C(=O)c2cccc(S(=O)(=O)N3CCCCC3)c2)CC1	1	-15	-5	0.97	-1	-13	0.1	104	0.7
30	CCOC(=O)C1=C(C)NC(C)=C(C(=O)OCC)C1C1=COCCO1	1.1	-21	6	1.1	1	-5	0.5	81	-1.1
31	CC1CCc2c(sc3c2C2=NS(=O)(=O)CCN2C=N3)C1 (configuration not stated)	1.1	-1	2	1	9	2	0.4	111	-0.5
32	CCOC(=O)N1CCN(C(=O)c2cccc(NC3=NC4CS(=O)(=O)CC4S3)c2)CC1 (configuration not stated)	1	-39	-1	0.99	-9	-16	6.1	71	0.0
33	O=C1OC(NC(=O)c2ccccc2)C(n2cc(CO)nn2)=C1Cl (configuration not stated)	1.1	-9	1	1	-5	14	0.1	79	-0.4
34	N=c1c(C(=O)NCc2ccc(F)cc2)cc2c(=O)n3ccccc3nc2n1CC1CCCO1 (configuration not stated)	3.9*	-176	i[fluorescence artefact?]	1	-15	-19	9.1*	95	5.5
35	COC(=O)c1c(-c2ccncc2)csc1NC(=O)c1ccoc1C	1.1	-62	0	1	11	7	1.5	122	0.2
36	CCSc1nc(-c2ccc(OC)cc2)n(-c2nc3ccccc3s2)n1	1.5	-9	-5	1	-5	4	-0.4	77	0.7
37	CCCCNC(=O)CC1Nc2ccccc2NC1=O (configuration not stated)	1.8	13	-13	1.1	13	11	0.7	103	-0.6
38	Cc1cc(C)cc(N2C(=O)C3CC=CCC3C2=O)c1 (configuration not stated)	1.1	/	2	1	-1	-8	1.3	76	-0.3
39	Cc1cc(C)c(NC(=O)CN2CCN(C)CC2)c(C)c1	1.1	20	0	1	10	12	-0.1	104	-1.2
40	Oc1ccc(C=Nc2ccc3ncccc3c2)c(O)c1	1.1	16	-1	1.1	6	/	-0.1	109	-4.1
41	CCOC(=O)N1CCN(c2cc3nccnc3cc2F)CC1	1.1	/	5	1	0	-4	0.8	87	-1.4
42	NC(=O)CC12CC3CC(C1)CC(CC(N)=O)(C3)C2	1.1	/	3	1	-3	9	0.3	88	/
43	O=C1C2ON(c3ccc(Cl)cc3)C(c3ccco3)C2C(=O)N1c1ccccc1 (configuration not stated)	1	/	0	1	4	-2	0.0	140	0.0
44	O=C(Nc1ccc2c(c1)OCO2)C(c1ccccc1)N1CCN(C(=O)c2ccco2)CC1 (configuration not stated)	1	-7	-7	1	-10	-19	-0.8	65	0.3
45	Cc1nc2ccccc2n1CCC(=O)Nc1cccc(F)c1	1	3	8	1	11	7	-0.7	114	-0.7
46	COc1ccc2c(CC(=O)N3CCN(S(=O)(=O)c4cccs4)CC3)coc2c1	1.1	-5	3	1	-7	8	-0.8	95	-1.6
47	NS(=O)(=O)c1ccc(NC(=O)CSc2nnc(Cc3cccs3)n2-c2ccccc2)cc1	1.1	12	0	1	9	-1	-0.2	34	-1.2
48	COc1cccc2cc(-c3csc(CCn4nc(C)cc4C)n3)c(=O)oc12	1.6	-12	-8	1.1	15	2	-0.1	86	0.5
49	Cc1cc(NCCCn2ccnc2)n2ncc(-c3ccccc3)c2n1	1.6	6	-17	1.1	-8	-20	0.3	58	0.1
50	Cc1ccc(NC(=O)CN2C(=O)C(C)Oc3ccccc32)nc1 (configuration not stated)	1	8	2	1	16	-17	-0.2	79	-1.8
51	CCn1c(C)nc2cc(S(=O)(=O)C(F)(F)C(F)C(F)(F)F)ccc21 (configuration not stated)	1.1	42	3	1.1	-5	2	-0.1	107	-1.5
52	CNC(=O)c1ccc(Oc2ccc(C(=O)NC)cc2)cc1	1.1	4	2	1	0	-4	-0.8	85	-0.1
53	Cc1ccc2c(CC(=O)Nc3c(C)n(C)n(-c4ccccc4)c3=O)coc2c1	1.1	7	-1	0.99	3	-2	0.4	88	0.1
54	CCCCSc1nc(N)c(NC(=O)c2ccco2)c(=O)[nH]1	1.1	-9	4	1	-2	5	1.0	108	0.0
55	CC1=Nn2c(nnc2-c2ccccc2F)SC1	1.1	-24	2	1	-20	3	-0.3	104	0.4
